# RGS4-Gao reg – human RGS4-Galphao interaction regulation | P09471 | Multiplexed bead flow cytometry, RGS4-Galphao binding; actives lie on both sides | binding response (% of control), % at 10 µM | 220,000 tested, 0.33% active | AID 1415; in the data active = binding response below about 49% or above about 150%; inactive = in between;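 note: fluorescent Galphao activated with aluminum fluoride binding bead-coupled RGS4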
# Target sequence (P09471 whole entry, looked up): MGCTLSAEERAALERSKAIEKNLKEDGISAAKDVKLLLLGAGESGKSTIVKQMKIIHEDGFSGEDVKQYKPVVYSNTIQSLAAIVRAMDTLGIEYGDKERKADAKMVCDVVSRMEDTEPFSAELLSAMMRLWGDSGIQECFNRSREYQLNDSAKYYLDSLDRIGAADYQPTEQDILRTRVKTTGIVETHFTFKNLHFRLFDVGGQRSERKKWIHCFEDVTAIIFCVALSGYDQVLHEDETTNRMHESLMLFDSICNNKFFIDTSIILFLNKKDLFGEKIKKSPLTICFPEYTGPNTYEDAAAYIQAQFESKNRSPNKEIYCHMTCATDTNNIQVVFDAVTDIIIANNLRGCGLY
# Mcl-1 Bim block – inhibitors of Bim-Mcl-1 interaction, human | AID 1009 | Bead-based flow cytometry, Bim peptide-Mcl-1 binding | inhibition, % at 10 µM | 190,000 tested, 0.1% active | Q07820;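 note: 0% = no compound tracer wells and 100% = peptide blocker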
# RGS8-Gao reg – regulators of human RGS8-Galphao interaction; multiplexed bead flow cytometry, RGS8-Galphao binding; actives lie on both sides; response (percent of control binding), % at 10 µM; 220,000 tested, 0.34% active; in the data active = response below about 60% or above about 140%; inactive = in between;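 note: Galphao activated as the GDP aluminium fluoride complex binding bead-coupled RGS8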
# ABCG2 block – inhibitors of human ABCG2 transporter, ABCB1 counter-screen | 190,000 tested, 0.1% active | IgMXP3 cells, JC-1 efflux, flow cytometry | inhibition, % at 6.6 µM;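 active = inhibition above 80%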;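 note: 0% = DMSO and 100% = nicardipine control wells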
#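 System: two drug-resistant human cell lines, ABCG2 and ABCB1; controls: nicardipine high and DMSO low controls; times: 10 min exposure at 25 °C with rotation, no wash; detection: flow cytometry of retained JC-1 fluorescence; read-out basis: percent efflux inhibition, scaled nicardipine 100% to DMSO 0%; doses: one concentration, 6.6 µM final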
# ABCB1 inh – human ABCB1 inhibition, ABCG2 as counter-screen; P08183; CCRF-Adr cells, JC-1 efflux, flow cytometry; inhibition, % at 6.6 µM; 190,000 tested, 0.067% active; in the data active = inhibition above about 40%;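 note: 0% = vehicle and 100% = reference inhibitor; higher value means more JC-1 retained so stronger ABCB1 efflux block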
# Bcl-XL Bim block – human Bim-Bcl-XL interaction inhibition | Q07817 | Bim peptide-Bcl-XL binding, bead flow cytometry, fluorescence | inhibition, % at 10 µM | 190,000 tested, 0.04% active | AID 1007
# Bim-Bfl-1 – human Bim-Bfl-1 interaction inhibition; Bead-based flow cytometry, Bim-Bfl-1 binding inhibition; Q16548; 190,000 tested, 0.12% active; inhibition, % at 10 µM;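 note: 0% = wells without compound plus tracer and 100% = blocker peptide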
# RGS7-Gao reg – regulators of human RGS7-Galphao interaction | Multiplexed bead flow cytometry, RGS7-Galphao binding; actives lie on both sides | binding response (% of control), % at 10 µM | 220,000 tested, 0.35% active | AID 1439; in the data active = binding response below about 49% or above about 150%;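 note: fluorescent Galphao held in activated GDP-AlF4 state binding bead-coupled RGS7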
# Bim-Bcl-2 – disrupts Bim peptide binding to human Bcl-2; P10415; Bead-based flow cytometry, Bim peptide-Bcl-2 binding; inhibition, % at 10 µM; 190,000 tested, 0.06% active; AID 950; in the data active = inhibition above about 40%;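 note: 0% = no compound wells with probe peptide and 100% = reference peptide inhibitor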
# Bcl-B Bim block – human Bim-Bcl-B interaction inhibition; Q9HD36; bead-based flow cytometry, Bim peptide-Bcl-B binding; inhibition, % at 10 µM; 190,000 tested, 0.073% active; AID 951;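 note: 0% = tracer peptide without compound and 100% = reference inhibitor peptide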
# Bcl-W Bim block – inhibitors of Bim-Bcl-W interaction, human; Q92843; bead-based flow cytometry, Bim peptide-Bcl-W binding; inhibition, % at 10 µM; 190,000 tested, 0.02% active; AID 952;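 note: 0% = bound tracer without compound and 100% = peptide blocker; higher means less fluorescent Bim peptide bound to Bcl-W beads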
# Target sequence (Q92843 whole entry, looked up): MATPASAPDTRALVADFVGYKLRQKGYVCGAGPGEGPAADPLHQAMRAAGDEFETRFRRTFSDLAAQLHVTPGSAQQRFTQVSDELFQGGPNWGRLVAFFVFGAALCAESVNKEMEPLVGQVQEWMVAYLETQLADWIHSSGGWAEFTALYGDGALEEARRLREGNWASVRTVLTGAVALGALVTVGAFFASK
# Starred values were filed as active, the others as inactive. Cut-off read from the data, not from the text of the source, unless noted: active = inhibition above about 40%.
item	molecule	RGS4-Gao reg	Mcl-1 Bim block	RGS8-Gao reg	ABCG2 block	ABCB1 inh	Bcl-XL Bim block
1	Cc1ccc(OCC(=O)N/N=C2/SCC(=O)N2Cc2ccco2)cc1	98	0	101	4	0.0	-1
2	Cc1cc(Cl)ccc1OCC(=O)NC(=S)Nc1ccccc1N1CCOCC1	103	-3	103	2	-0.3	-7
3	Cc1ccc(NC(=O)C2CCCCC2C(=O)O)cc1Cl (stereo not drawn)	97	0	102	2	0.3	0
4	Nn1c(Cc2cccc3ccccc23)nnc1SCC(=O)N1CC(=O)Nc2ccccc21	98	-1	99	3	1.5	-14
5	COc1nc2ccccc2nc1OC	103	0	105	2	0.8	-2
6	CCC(CC)C(=O)Nc1cc([N+](=O)[O-])ccc1F	101	-2	97	-7	-2.0	-5
7	C=CCn1c(=N)c(C(=O)NCCCOC)cc2c(=O)n3cccc(C)c3nc21	103	-1	99	4	0.2	0
8	O=C(CN1CCN(C2CCCCC2)CC1)Nc1ccc(Br)cc1	104	-1	109	0	-0.5	-1

item	Bim-Bfl-1	RGS7-Gao reg	Bim-Bcl-2	Bcl-B Bim block	Bcl-W Bim block
1	-6	97	0	0	0
2	-2	104	-4	-6	-1
3	-4	95	0	0	-1
4	-8	97	-9	-10	-2
5	-4	112	-4	-3	0
6	-1	100	-3	-6	0
7	0	104	-2	12	0
8	-11	105	-2	-8	-1

# Additional structures follow:
item	molecule	RGS4-Gao reg	Mcl-1 Bim block	RGS8-Gao reg	ABCG2 block	ABCB1 inh	Bcl-XL Bim block
9	CC1Cc2ccccc2N1C(=O)NC1CC(=O)N(c2ccc3c(c2)OCCO3)C1 (stereo not drawn)	101	5	100	6	0.6	-1
10	Cc1ccc(S(=O)(=O)c2nc(N3CCOCC3)sc2Cl)cc1	98	-6	99	4	1.8	-6
11	COc1cc2[nH]c(=O)n(CCC(=O)N3CC=C(c4ccccc4)CC3)c(=O)c2cc1OC	87	1	95	0	-0.1	4
12	CCc1ccc(NC(=O)CSc2nnc(Cc3cccn3C)n2-c2ccc(F)cc2)cc1	97	0	94	1	0.5	-2
13	Cc1nnc(Nc2ccccc2)n(N)c1=O	100	-1	102	3	0.6	10
14	CCn1ncc(C2=NOC(C(=O)Nc3ccc(C)cc3)C2)c1C (stereo not drawn)	93	-4	102	1	0.4	-3
15	N#C/C(C(=O)NCc1ccco1)=C1/SC(Cc2ccc(Cl)cc2)C(=O)N1c1ccccc1 (stereo not drawn)	106	22	102	-5	-1.1	2
16	COc1ccccc1OCCn1cc(/C=C(\C#N)C(=O)NCc2ccco2)c2ccccc21	100	-4	101	-3	-0.6	-7

item	Bim-Bfl-1	RGS7-Gao reg	Bim-Bcl-2	Bcl-B Bim block	Bcl-W Bim block
9	-3	97	-1	0	1
10	-1	96	-3	-3	-7
11	-8	99	-1	-3	0
12	-7	95	-3	-4	0
13	-10	101	-6	-6	0
14	0	98	-2	-3	-1
15	5	104	2	4	16
16	-7	98	-3	-5	-6

# The list goes on:
item	molecule	RGS4-Gao reg	Mcl-1 Bim block	RGS8-Gao reg	ABCG2 block	ABCB1 inh	Bcl-XL Bim block
17	CCn1c(COc2ccccc2C)nnc1SCC(=O)N1CCCCC1	107	0	103	0	0.1	-7
18	O=C(Nc1ccc(S(=O)(=O)N2CCOCC2)cc1)c1ccc(Cl)s1	98	-5	100	8	-0.6	-9
19	Cc1c(C2OC(=O)C3(CCCCC3)C(=O)C2(C)C)c(=O)n(-c2ccccc2)n1C (stereo not drawn)	102	-4	100	11	3.0	-1
20	CC(C)(C)C1CCC(=O)C(C2(O)C(=O)Nc3ccccc32)C1 (stereo not drawn)	102	-3	97	3	1.0	-2
21	CCOC(=O)c1c(NC(=O)C(Sc2ccccc2)c2ccccc2)sc(C(=O)N(C)C)c1C (stereo not drawn)	105	-1	97	8	1.7	-1
22	NC(=O)C1CC(=O)N(c2ccc(OCc3c(Cl)cccc3Cl)cc2)C1 (stereo not drawn)	105	0	103	3	0.6	-1

item	Bim-Bfl-1	RGS7-Gao reg	Bim-Bcl-2	Bcl-B Bim block	Bcl-W Bim block
17	-10	107	-11	-6	2
18	-18	101	-13	-7	-1
19	-4	101	-2	-2	-6
20	-11	110	-8	-9	0
21	-1	100	1	0	1
22	-7	104	-3	-4	-1

# 11 structures out of the list, sorted by SMILES length, lowest first.
item	molecule	RGS4-Gao reg	Mcl-1 Bim block	RGS8-Gao reg	ABCG2 block	ABCB1 inh	Bcl-XL Bim block
5	COc1nc2ccccc2nc1OC	103	0	105	2	0.8	-2
17	CCn1c(COc2ccccc2C)nnc1SCC(=O)N1CCCCC1	107	0	103	0	0.1	-7
14	CCn1ncc(C2=NOC(C(=O)Nc3ccc(C)cc3)C2)c1C (stereo not drawn)	93	-4	102	1	0.4	-3
1	Cc1ccc(OCC(=O)N/N=C2/SCC(=O)N2Cc2ccco2)cc1	98	0	101	4	0.0	-1
2	Cc1cc(Cl)ccc1OCC(=O)NC(=S)Nc1ccccc1N1CCOCC1	103	-3	103	2	-0.3	-7
7	C=CCn1c(=N)c(C(=O)NCCCOC)cc2c(=O)n3cccc(C)c3nc21	103	-1	99	4	0.2	0
9	CC1Cc2ccccc2N1C(=O)NC1CC(=O)N(c2ccc3c(c2)OCCO3)C1 (stereo not drawn)	101	5	100	6	0.6	-1
12	CCc1ccc(NC(=O)CSc2nnc(Cc3cccn3C)n2-c2ccc(F)cc2)cc1	97	0	94	1	0.5	-2
19	Cc1c(C2OC(=O)C3(CCCCC3)C(=O)C2(C)C)c(=O)n(-c2ccccc2)n1C (stereo not drawn)	102	-4	100	11	3.0	-1
21	CCOC(=O)c1c(NC(=O)C(Sc2ccccc2)c2ccccc2)sc(C(=O)N(C)C)c1C (stereo not drawn)	105	-1	97	8	1.7	-1

item	Bim-Bfl-1	RGS7-Gao reg	Bim-Bcl-2	Bcl-B Bim block	Bcl-W Bim block
5	-4	112	-4	-3	0
17	-10	107	-11	-6	2
14	0	98	-2	-3	-1
1	-6	97	0	0	0
2	-2	104	-4	-6	-1
7	0	104	-2	12	0
9	-3	97	-1	0	1
12	-7	95	-3	-4	0
19	-4	101	-2	-2	-6
21	-1	100	1	0	1

item	molecule	RGS4-Gao reg	Mcl-1 Bim block	RGS8-Gao reg	ABCG2 block	ABCB1 inh	Bcl-XL Bim block
15	N#C/C(C(=O)NCc1ccco1)=C1/SC(Cc2ccc(Cl)cc2)C(=O)N1c1ccccc1 (stereo not drawn)	106	22	102	-5	-1.1	2

item	Bim-Bfl-1	RGS7-Gao reg	Bim-Bcl-2	Bcl-B Bim block	Bcl-W Bim block
15	5	104	2	4	16
